PI5P4Ka inh = qHTS for Inhibitors of phosphatidylinositol 5-phosphate 4-kinase (PI5P4K); Phosphatidylinositol 5-phosphate 4-kinase type-2 alpha (Homo sapiens), P48426; PI5P4Kalpha enzyme, ADP-Glo luminescence, 60 min; active compounds read low; max response, %; 330,000 compounds, 1.2% hits; AID 652105, 2013; active = max response of -50% or lower; inconclusive = between -30% and -50%; inactive = -30% or higher; also: value at the top dose of about 77 µM; % is scaled to controls: 0 for no effect and ±100 for the full control effect
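Single end-point luminescence (ADP-Glo) quantified ADP from PI5P4Kalpha turnover; ATP 5 microM final, 1 h at RT, 0.1% CHAPS and 0.28 mM EGTA in HEPES pH 7.4.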
D3 ag = qHTS of D3 Dopamine Receptor Agonist: qHTS. 410,000 compounds, 0.58% hits. max activation, %. AID 652048, 2013. D3R DiscoveRx beta-arrestin cells, luminescence, 90 min. D(3) dopamine receptor (Homo sapiens), P35462; in the data active = max activation above about 30%; also: 0% is about no effect; mostly tested at two doses, the higher about 12 µM
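Cells at 1500/well, incubated overnight, then treated with pinned compounds (dopamine as control) for 90 min at 37 degrees C. DiscoveRx reagent added for 30 - 60 minutes at room temperature; luminescence read.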
PLK1 PBD inh = qHTS for Inhibitors of PLK1-PDB (polo-like kinase 1 - polo-box domain): Primary Screen; Serine/threonine-protein kinase PLK1 (Homo sapiens), P53350; Plk1 PBD binding of FITC phosphopeptide, fluorescence polarization; Potency, µM, for the others: max response, negative = inhibition, usual class: inhibitors; 360,000 compounds, 2.8% hits; also: potency is read from the fitted curve at half-maximal effect; series mostly up to about 57 µM; % is scaled to controls: 0 for no effect and ±100 for the full control effect; nearly all actives have a fitted effect of over 65% in size
D3 antag = qHTS of D3 Dopamine Receptor Antagonist: qHTS | D3R cells, DiscoveRx beta-arrestin luminescence, antagonist mode; active compounds read low | max response, negative = inhibition, % | 360,000 compounds, 2.5% hits | AID 652054, 2013; in the data active = max response below about -50%; inconclusive = no clear call, values can overlap the other calls; also: % is scaled to controls: 0 for no effect and ±100 for the full control effect; mostly tested at two doses, the higher about 12 µM
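Cells expressing the human receptor were seeded at 1500 cells/well, incubated overnight at 37 degrees C in 5% CO2, then exposed to library compounds with dopamine controls for 90 minutes at 37 degrees C before luminescent detection.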
WRN inhibitor = qHTS for Inhibitors of WRN Helicase | Bifunctional 3'-5' exonuclease/ATP-dependent helicase WRN (Homo sapiens), Q14191 | WRN helicase unwinding, fluorescent forked duplex, kinetic | Potency, µM (highest dose often 114 µM), without a hit: top-dose activity change, negative = inhibition, hits mostly inhibitors | 360,000 compounds, 0.46% hits | AID 651768, 2012; also: potency is read from the fitted curve at half-maximal effect; % is scaled to controls: 0 for no effect and ±100 for the full control effect; nearly all actives have a fitted effect of over 55% in size
Target sequence (Q14191 whole entry, looked up): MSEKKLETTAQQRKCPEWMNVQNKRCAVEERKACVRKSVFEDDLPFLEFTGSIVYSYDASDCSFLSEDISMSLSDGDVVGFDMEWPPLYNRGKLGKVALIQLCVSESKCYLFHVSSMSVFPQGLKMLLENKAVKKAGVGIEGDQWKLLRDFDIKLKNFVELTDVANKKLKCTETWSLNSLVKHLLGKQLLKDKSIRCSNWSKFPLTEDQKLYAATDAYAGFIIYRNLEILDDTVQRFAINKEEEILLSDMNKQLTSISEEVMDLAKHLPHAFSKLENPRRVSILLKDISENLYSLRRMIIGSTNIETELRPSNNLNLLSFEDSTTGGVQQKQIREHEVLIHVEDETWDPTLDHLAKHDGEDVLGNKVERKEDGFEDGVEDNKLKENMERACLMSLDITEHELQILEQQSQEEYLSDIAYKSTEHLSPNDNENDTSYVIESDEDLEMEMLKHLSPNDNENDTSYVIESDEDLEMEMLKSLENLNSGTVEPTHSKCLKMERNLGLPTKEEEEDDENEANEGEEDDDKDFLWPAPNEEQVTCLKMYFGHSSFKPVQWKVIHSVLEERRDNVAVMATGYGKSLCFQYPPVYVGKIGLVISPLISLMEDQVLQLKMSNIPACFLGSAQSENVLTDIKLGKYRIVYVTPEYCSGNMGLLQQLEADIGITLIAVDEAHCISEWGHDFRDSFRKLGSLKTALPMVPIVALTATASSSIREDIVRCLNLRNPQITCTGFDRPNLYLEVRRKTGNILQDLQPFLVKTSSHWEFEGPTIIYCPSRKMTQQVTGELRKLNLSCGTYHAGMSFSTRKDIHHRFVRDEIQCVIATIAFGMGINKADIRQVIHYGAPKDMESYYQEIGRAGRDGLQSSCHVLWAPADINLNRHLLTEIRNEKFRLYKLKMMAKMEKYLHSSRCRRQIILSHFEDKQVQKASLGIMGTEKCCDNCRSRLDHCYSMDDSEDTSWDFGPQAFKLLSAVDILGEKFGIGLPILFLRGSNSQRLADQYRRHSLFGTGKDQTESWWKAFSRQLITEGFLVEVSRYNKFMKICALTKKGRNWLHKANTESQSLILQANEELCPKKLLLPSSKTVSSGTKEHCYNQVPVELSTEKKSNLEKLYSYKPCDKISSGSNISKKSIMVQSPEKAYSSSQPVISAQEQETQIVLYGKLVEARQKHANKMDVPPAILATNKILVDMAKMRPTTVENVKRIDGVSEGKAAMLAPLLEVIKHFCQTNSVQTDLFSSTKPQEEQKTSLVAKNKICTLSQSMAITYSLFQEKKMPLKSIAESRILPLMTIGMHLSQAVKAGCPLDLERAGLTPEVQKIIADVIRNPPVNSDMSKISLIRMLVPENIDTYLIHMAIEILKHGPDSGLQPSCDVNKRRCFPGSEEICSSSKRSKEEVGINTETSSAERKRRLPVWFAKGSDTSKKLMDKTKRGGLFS
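Enzyme (20 nM final) and test compound sit together 15 min at room temperature before substrate addition. Substrate is a single-forked duplex oligonucleotide (100 nM) labelled with fluorophore and quencher, with 2 mM ATP; helicase unwinding raises red fluorescence, read kinetically.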
GLP1R ag = qHTS of GLP-1 Receptor Agonists; Glucagon-like peptide 1 receptor (Homo sapiens), P43220; HEK293 GLP-1R CRE-luciferase, luminescence, 4-6 h; cells express a hypersensitive GLP-1R form; Potency, µM (doses to about 45.6 µM), for inactives: at the highest dose activation, usual class: activators; 380,000 compounds, 0.007% hits; AID 624172, 2012; also: potency is read from the fitted curve at half-maximal effect; % of control where 0% means no effect
IL2 activator = qHTS of IL-2 Activators; IL-2 activation reporter assay, cell-based qHTS; stimulated with anti-CD3/CD4/CD28 beads; in transgenic mouse T cells; activation, % (series mostly up to about 46 µM); 360,000 compounds, 0.065% hits; in the data active = activation above about 50%; inconclusive = mostly about 30% to 49%; also: 0% is about no effect
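Unstimulated transgenic mouse T cells preincubated 60 min with compound, then stimulated with anti-CD3/anti-CD4-coated beads plus anti-CD28 for 18 h at 37 degrees C. IL-2 response read as EGFP and DsRed fluorescence by plate cytometry.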
GLP1R cytotox = qHTS of GLP-1 Receptor Inverse Agonists: Cytotox Screen; 410,000 compounds, 0.13% hits; HEK293 cAMP-luciferase reporter cells, luminescence, 24 h; Potency, µM (titrated, usually from 38.3 µM), without a hit: at the highest dose activity change, negative = inhibition, usual class: inhibitors;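 also: loss of luciferase light is scored as toxicity; potency is read from the fitted curve at half-maximal effect; % is scaled to controls: 0 for no effect and ±100 for the full control effect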
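Here, cytotoxicity is scored as loss of luminescence. The MLSMR collection was tested on cells seeded in medium containing 10% Nu serum, with a 24 hr compound exposure preceded by 12 hours of culture.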
GLP-1R inv ag = qHTS of GLP-1 Receptor Inverse Agonists (Inhibition Mode) | 410,000 compounds, 1.6% hits | Glucagon-like peptide 1 receptor (Homo sapiens), P43220 | Potency, µM (series often up to 38.3 µM), for inactives: at the highest dose activity change, negative = inhibition, actives largely listed as inhibitors | HEK293 GLP-1R CRE-luciferase, luminescence, 24 h; GLP-1R form is constitutively active; also: potency is read from the fitted curve at half-maximal effect; % is scaled to controls: 0 for no effect and ±100 for the full control effect; nearly all actives have a fitted effect of over 55% in size
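Using stably transfected HEK293 (constitutively active GLP-1R, cAMP-luciferase reporter), compounds were incubated 24 hr and luciferase measured by luminescence.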
* = called active by the depositor; u = inconclusive; x = not tested or not shown; & = joins results of further samples; [ ] = remark or other dose. Unless noted, calls follow the shape of the dose curve; as a rule, active = well fitted curve in the direction sought with a large enough effect; inconclusive = small, poorly fitted or top-dose-only effect, or another doubt; inactive = no such curve, though single readings can be large; an effect the other way counts as inactive or inconclusive. Compounds were not picked by outcome; about 7.8% have a hit in one of these screens.

Values run as follows: GLP-1R inv ag	GLP1R cytotox	WRN inhibitor	D3 ag	PLK1 PBD inh	D3 antag	GLP1R ag	PI5P4Ka inh	IL2 activator
1) O=C(NCCC1=CCCCC1)C(=O)NCc1ccccc1
  5%	-1%	6%	-3	-7%	-6	-10%	-8	-3.7
2) CCCCNC(=O)CCCCCn1c(=O)[nH]c2cc(OC)c(OC)cc2c1=O
  7%	-8%	5%	-8	-2%	-18	2%	x	-3.8
3) O=C1CC(C(=O)N2CCc3ccccc32)CN1c1ccc(F)cc1 (configuration not stated)
  2%	-1%	-33%	-13	-27%	u	1%	3	0.2
4) CCOC(=O)Cc1[nH]nc2c1C(c1ccsc1)C(C#N)=C(N)O2 (configuration not stated)
  57%[activator]	-2%	-30%	5	-29%	12	1%	-22	-1.0
5) Cc1ccnc(-n2c(CCN3C(=O)c4ccccc4C3=O)nc3ccccc3c2=O)c1
  45%[activator]	4%	6%	-3	-8%	13	-1%	x	-1.0
6) O=C(O)CC1c2ccccc2S(=O)(=O)N1Cc1ccccc1 (configuration not stated)
  14%	1%	4%	28	-11%	12	0%	10	0.1
7) CN(C)Cc1nc2c([nH]1)c(=O)n(C)c(=O)n2C
  -5%	5%	2%	14	5%	9	-5%	-3	-2.4
8) Clc1ccccc1Cn1c(-c2cccs2)nc2ccccc21
  -13%	1%	x	-2	x	x	7%	x	x
9) CSc1ccc(S(=O)(=O)N2CCC(C(=O)NCc3ccccn3)CC2)cc1
  2%	5%	2%	4	-13%	-4	12%	3	-0.3
10) O=C(C(=O)N1CCCCC1)c1cn(CC(=O)N2CCCCCC2)c2ccccc12
  14%	11%	-15%	-4	-4%	-12	1%	3	0.3
11) Cc1ccc(S(=O)(=O)c2c(C)cc(-c3ccccc3)[nH]c2=O)cc1
  -30%	-35%	12%	2	1%	-7	-8%	-1	-3.3
12) COc1ccc(N(CC(=O)N/N=C/c2ccc3c(c2)OCO3)S(=O)(=O)c2ccc(NC(C)=O)cc2)cc1
  11%	-1%	-7%	2	27µM*	12	13%	-21	0.5
13) CCC(=O)Nc1nc(C)cc(SCC(=O)OC)n1
  5%	-2%	-9%	-14	-7%	0	1%	-4	0.5
14) COc1ccccc1C(=O)COC(=O)c1ccccc1O
  -17%	-2%	-3%	7	-6%	14	12%	-8	0.2
15) O=C(c1ccccc1)c1cc2ccc(O)cc2oc1=O
  7%	-16%	-1%	-27	-8%	-12	-13%	x	0.0
16) CCn1c(-c2ccc3ncccc3c2)n[nH]c1=S
  8%	5%	-6%	-4	-1%	-14	-1%	u	-0.1
17) COc1ccc(C#Cc2ccc3c(c2)c(=O)c2ccccc2n3C)cc1
  5%	8%	2%	1	-5%	47	2%	-2	-0.3
18) CCCC1SCC(C)(C)NC1=O (configuration not stated)
  7%	-5%	3%	-5	-9%	0	2%	8	-2.0
19) CN1CCN(c2nc(Nc3ccccc3)nc(N)c2[N+](=O)[O-])CC1
  126%[activator]	-11%	-24%	-39	-1%	-67*	15%	4	-0.1
20) CCCN(CCC)CCNC(=O)CN1C(=O)COc2ccc(S(=O)(=O)N3CCC(C)CC3)cc21
  8%	-4%	x	-10	x	x	7%	x	x
21) Cc1ccc(NC(=O)C2CC(=O)Nc3ncnn32)c(C)c1 (configuration not stated)
  1%	-5%	1%	4	-11%	-2	-4%	4	0.4
22) CC(NC(=O)c1cc2ccccc2oc1=O)c1ccc(O)cc1 (configuration not stated)
  49%[activator]	-5%	7%	-10	-6%	-12	16%	6	0.5
23) Cc1ccccc1C(=O)N1CCN(c2ccc(N3CCOCC3)nn2)CC1
  -11%	11%	-34%	-10	-13%	0	1%	-4	2.9
24) COc1ccc(C(=O)NCCS(=O)(=O)N2CCC3(CC2)OCCO3)cc1
  16%	-13%	8%	4	-3%	17	-1%	2	0.3
25) O=C(NCc1ccc2c(c1)OCO2)c1ccc(S(=O)(=O)N2CCOCC2)cc1
  0%	6%	6%	4	-3%	5	9%	-15	-1.3
26) Cc1ccc(-c2c(C)n([O-])c3c([n+]2=O)CCC3)o1
  11%	0%	2%	-3	-5%	-3	-7%	3	-0.4
27) CN1CCC(N(C)CC(=O)Nc2ccccc2N2CCOCC2)CC1
  -7%	-25%	-5%	0	3%	u	-7%	-3	-2.2
28) O=C(c1ccc(Cl)cc1)c1ccc(Oc2cc(NN3CCCCC3)c([N+](=O)[O-])cc2[N+](=O)[O-])cc1
  10%	-7%	4%	0	u	-20	0%	20	-2.3
29) CN(c1ccccc1)S(=O)(=O)c1ccc(NC(=O)COc2ccccc2)cc1
  u	2%	-1%	1	-25%	-21	9%	0	-1.5
30) O=C(CC(C(=O)O)c1ccccc1)Nc1ccccc1 (configuration not stated)
  0%	7%	8%	-4	-7%	-17	1%	-9	-2.5
31) CCn1c(C)c(C)c2cc(C(=O)N3CCN(c4ccccc4)CC3)ccc21
  u	3%&-5%	-3%	-20&1	0%	-7	-2%	-4	1.1
32) COc1ccc(-c2nnc(COc3ccc4ccccc4c3)o2)cc1OC
  u	4%	-12%	5	4%	45	u	x	-1.4
33) CCOc1ccccc1N(CC(=O)Nc1ccc(OC)c(OC)c1)S(=O)(=O)c1ccccc1
  14%	1%	-1%	-2	-18%	-23	8%	7	-0.3
34) Cc1ccc(-c2cnc(NC(=O)CCC(=O)N3CCCCC3)n2C)cc1
  6%	0%	-9%	9	-1%	4	-10%	x	-2.9
35) Cc1cc(C(=O)N/N=C/c2ccco2)n[nH]1
  11%[7.66 µM]	-1%[7.66 µM]	-4%	-1	-7%	2	7%	-2	5.6
36) CCc1ccc(NC(=O)NCc2ccc3c(c2)OCO3)cc1
  6%	-1%	3%	1	2%	9	1%	1	-0.9
37) CC(C)N(C(=O)COC(=O)CNC(=O)c1ccc(Br)cc1)c1ccccc1
  -29%	3%	-17%	-3	-4%	12	-1%	4	0.0
38) CCC1(C)Cc2ccccc2-c2nc(NCCCO)n(-c3ccccc3)c(=O)c21 (configuration not stated)
  -1%	-10%	9%	-3	-9%	0	8%	21	-3.8
39) Cc1cc(F)ccc1NC(=O)CCc1c(C)nn(-c2ccc(N3CCCCC3)nn2)c1C
  0%	-8%	2%	0	21µM*	2	3%	-7	-2.4
40) Cc1nc2scc(C)n2c(=O)c1S(=O)(=O)NCC1CCN(Cc2ccc(Cl)cc2)CC1
  u	-5%	-7%	-18	19µM*	u	1%	-3	-4.5
41) CC1(C(=O)Nc2ccccc2F)CCN1C(=O)Cc1cc(F)ccc1F (configuration not stated)
  -10%	-1%	0%	-3	-9%	-20	9%	-6	-0.5
42) CC(C)n1cnc2c(Nc3ccc(F)c(Cl)c3)nc(NCCO)nc21
  -15%	-6%	-8%	-1	-2%	9	-6%	-16	-0.7
43) NC(=O)NC(=O)CN1c2cccc3cccc(c23)S1(=O)=O
  12%	-1%	-6%	-4	-4%	-16	6%	-5	0.0
44) Cc1ccc(NC2=C(Cl)C(=O)OC2OC(C)C)c(C)c1 (configuration not stated)
  0%	0%	-12%	-2	-7%	14	17%	3	-3.0
45) Cn1nnnc1SCCNS(=O)(=O)c1ccccc1
  0%	-2%	-4%	-7	2%	-9	0%	7	1.5
46) O=C(/C=C/c1ccccc1[N+](=O)[O-])Nc1cc(S(=O)(=O)N2CCOCC2)ccc1N1CCOCC1
  5%	-4%	-5%	2	-3%	10	2%	3	0.8
47) CN(N=O)c1ccc(C=C2C=Cc3ccccc32)cc1
  21%	2%	-8%	1	-7%	50	0%	10	-0.1
48) CN(CC(=O)Nc1ccc(F)c(F)c1F)C(=O)CN1C(=O)NC2(CCCC2)C1=O
  3%	-3%	-13%	1	-6%	0	2%	-2	1.1

In another format: 8 of the compounds above
| # | smiles | GLP-1R inv ag | GLP1R cytotox | WRN inhibitor | D3 ag | PLK1 PBD inh | D3 antag | GLP1R ag | PI5P4Ka inh | IL2 activator |
| --- | --- | --- | --- | --- | --- | --- | --- | --- | --- | --- |
| 38 | CCC1(C)Cc2ccccc2-c2nc(NCCCO)n(-c3ccccc3)c(=O)c21 (configuration not stated) | -1% | -10% | 9% | -3 | -9% | 0 | 8% | 21 | -3.8 |
| 39 | Cc1cc(F)ccc1NC(=O)CCc1c(C)nn(-c2ccc(N3CCCCC3)nn2)c1C | 0% | -8% | 2% | 0 | 21µM* | 2 | 3% | -7 | -2.4 |
| 40 | Cc1nc2scc(C)n2c(=O)c1S(=O)(=O)NCC1CCN(Cc2ccc(Cl)cc2)CC1 | u | -5% | -7% | -18 | 19µM* | u | 1% | -3 | -4.5 |
| 41 | CC1(C(=O)Nc2ccccc2F)CCN1C(=O)Cc1cc(F)ccc1F (configuration not stated) | -10% | -1% | 0% | -3 | -9% | -20 | 9% | -6 | -0.5 |
| 42 | CC(C)n1cnc2c(Nc3ccc(F)c(Cl)c3)nc(NCCO)nc21 | -15% | -6% | -8% | -1 | -2% | 9 | -6% | -16 | -0.7 |
| 43 | NC(=O)NC(=O)CN1c2cccc3cccc(c23)S1(=O)=O | 12% | -1% | -6% | -4 | -4% | -16 | 6% | -5 | 0.0 |
| 44 | Cc1ccc(NC2=C(Cl)C(=O)OC2OC(C)C)c(C)c1 (configuration not stated) | 0% | 0% | -12% | -2 | -7% | 14 | 17% | 3 | -3.0 |
| 45 | Cn1nnnc1SCCNS(=O)(=O)c1ccccc1 | 0% | -2% | -4% | -7 | 2% | -9 | 0% | 7 | 1.5 |

Assay outcomes deposited in PubChem BioAssay by National Center for Advancing Translational Sciences (NCATS).
